# Screens from PubChem BioAssay.
# PLC-gamma1 inh: blocks human PLC-gamma1 enzyme activity. P19174. purified PLC-gamma1, fluorogenic substrate, fluorescence. inhibition, % at 12.2 µM. 0.84% of 370,000 active; in the data active = inhibition above about 9.5%
# ADAM17 inh: inhibitors of human ADAM17 | P78536 | recombinant ADAM17, EDANS/DABCYL FRET peptide cleavage | inhibition, % at 6.95 µM | 0.83% of 370,000 active;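 active = inhibition above the mean of compounds lying between control limits plus 3 SD, set per campaign, cut at about 8.5% in these data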;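 also: 0% = DMSO-only wells as the low control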
# ASAP1 inh: blocks human ASAP1-stimulated Arf1 GTP hydrolysis | GDP FP detection | inhibition, % at 16.5 µM | 0.19% of 360,000 active | AID 624377; in the data active = inhibition above about 25%;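 also: 0% = vehicle with enzyme and substrate and 100% = no enzyme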
# MBD2 DNA inh: MBD2-methylated oligo binding inhibition; TR-FRET, MBD2 binding to methylated oligonucleotide; inhibition, % at 4.4 µM; 0.31% of 370,000 active; in the data active = inhibition above about 13%
# PLCb3 inh: PLC-beta3 (human) inhibition, primary screen | Q01970 | 0.18% of 370,000 active | inhibition, % at 12.2 µM | AID 720704 | Purified PLC-beta3, fluorogenic substrate, fluorescence; in the data active = inhibition above about 11%;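 also: 0% = median of compound wells on plate and 100% = full blocker control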
# Tn7 DDE FP: inhibitors of Tn7 peptide binding to human fibrin DD(E) | FP displacement of FITC-Tn7 peptide from fibrin DD(E); 0% = median of compound wells per plate | 0.13% of 370,000 active | P02675 | inhibition, % at 8.3 µM;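 active = inhibition above the mean of compounds falling within the control limits plus 3 SD of them, cut at about 14% in these data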;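 also: 0% = plate median of compound wells and 100% = 10 µM Aha-Tn7 peptide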
#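 system = human fibrin DD(E) protein | quantity = DD(E) 2 µM final | medium = Tris/NaCl/CaCl2 buffer, pH 7.8 | also added = labelled Tn7 tracer, 0.1 µM | compound dosing = single point at 8.3 µM | timing = compound with protein 10 min, then 3 h after probe, room temperature | signal = FP measurement | benchmarks = Aha-Tn7 high control | repeats = one replicate per compound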
# Tn6 DDE FP: disrupts Tn6 cyclic peptide binding to fibrin D-Dimer-E complex; Fibrin DD(E) TRITC-Tn6 fluorescence polarization displacement; AID 720509; inhibition, % at 8.3 µM; 0.21% of 370,000 active;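 active = inhibition above a per-campaign cutoff: mean of compounds within control limits plus 3 SD, cut at about 15% in these data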;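 also: 0% = median of all compound wells on the plate and 100% = blocking peptide control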
# ARFGAP1 inhibitor: inhibitors of rat ARFGAP1 | 0.26% of 360,000 active | Q62848 | Arfgap1-stimulated ARF1 GTP hydrolysis, GDP FP detection | AID 651572 | inhibition, % at 16.5 µM;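 active = inhibition above a per-plate limit, mean inhibition of low control wells plus 3 SD, cut at about 25% in these data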;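 also: 0% = DMSO wells with enzyme and 100% = wells lacking Arfgap1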
# Target sequence (Q62848 1-136 limits assumed): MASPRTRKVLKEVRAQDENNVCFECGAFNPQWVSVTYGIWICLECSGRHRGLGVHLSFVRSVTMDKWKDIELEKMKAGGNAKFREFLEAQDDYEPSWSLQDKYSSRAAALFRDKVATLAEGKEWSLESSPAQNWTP
#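 material = rat Arfgap1 catalytic domain, aa 1-136 | also added = human ARF1(Δ1-17)-GTP substrate | compound dosing = one concentration, 16.5 µM, DMSO 1.26% | times = GTP hydrolysis reaction 2 h at 25 °C | measured by = FP, GDP Alexa 633 tracer displaced from anti-GDP antibody, 620/688 nm | evaluation = percent inhibition of Arfgap1-stimulated GTP hydrolysis | replication = single well per compound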
# UHRF1 binding: human UHRF1 methylated DNA binding inhibitors | Q96T88 | UHRF1 binding to methylated oligo, TR-FRET | inhibition, % at 4.4 µM | 0.75% of 370,000 active | AID 687016; in the data active = inhibition above about 21%;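 also: UHRF1 SRA domain binding a hemimethylated CpG hairpin DNA probe; 0% = median of test compound wells and 100% = reference inhibitor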
# Target sequence (Q96T88 whole entry, looked up, the tested form may be a part): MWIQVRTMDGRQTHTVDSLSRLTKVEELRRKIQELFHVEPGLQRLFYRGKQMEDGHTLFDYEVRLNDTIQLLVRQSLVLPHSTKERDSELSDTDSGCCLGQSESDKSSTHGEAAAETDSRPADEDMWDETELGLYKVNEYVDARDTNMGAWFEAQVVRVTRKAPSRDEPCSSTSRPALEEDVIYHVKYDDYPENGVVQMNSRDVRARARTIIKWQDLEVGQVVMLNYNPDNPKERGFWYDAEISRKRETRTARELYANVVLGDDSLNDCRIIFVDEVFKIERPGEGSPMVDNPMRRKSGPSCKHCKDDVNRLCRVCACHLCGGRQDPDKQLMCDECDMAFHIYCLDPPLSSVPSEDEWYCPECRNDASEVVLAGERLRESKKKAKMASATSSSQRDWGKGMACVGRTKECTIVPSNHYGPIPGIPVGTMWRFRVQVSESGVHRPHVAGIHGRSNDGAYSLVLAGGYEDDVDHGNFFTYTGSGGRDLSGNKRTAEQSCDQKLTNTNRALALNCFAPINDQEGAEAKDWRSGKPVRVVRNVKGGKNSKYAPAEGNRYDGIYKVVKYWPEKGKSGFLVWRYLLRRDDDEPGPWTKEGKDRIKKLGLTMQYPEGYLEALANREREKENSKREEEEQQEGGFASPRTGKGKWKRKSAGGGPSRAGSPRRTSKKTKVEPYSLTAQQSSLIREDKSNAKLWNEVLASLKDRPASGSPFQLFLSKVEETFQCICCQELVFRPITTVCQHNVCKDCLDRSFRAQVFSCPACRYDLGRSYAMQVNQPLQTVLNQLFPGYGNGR
# proKLK7 act: activators of human kallikrein-7 zymogen. activation, % at 7 µM. 0.9% of 370,000 active. P49862. purified proKLK7, EDANS-DABCYL substrate fluorescence; 100% is mature enzyme control, 0% vehicle;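 active = activation above the mean of all tested compounds plus 3 SD, computed per campaign excluding outliers beyond control limits, cut at about 13% in these data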
# * marks the source's active call; other numbers are inactive results; i = inactive; & = joins results of further samples; ! = not active in a repeat.
SMILES,PLC-gamma1 inh,ADAM17 inh,ASAP1 inh,MBD2 DNA inh,PLCb3 inh,Tn7 DDE FP,Tn6 DDE FP,ARFGAP1 inhibitor,UHRF1 binding,proKLK7 act
COc1ccc(OC)c([C@@H]2OCCC=C[C@H]2C)c1,-3,-3,3,-3,3,-1,2,8,1,0.0
CC1(C)CC2CC(C)(CN2C(=O)COC(=O)c2cc(Cl)cc(Cl)c2N)C1 (stereo unspecified),-35,-55,-9,-5,-46,7,-3,7,-2,-2.9
O=C(CCNC(=O)c1ccc(Br)cc1)NCCCc1ccccc1,6,-1,-4,-5,-7,8,0,0,-2,0.9
COc1ccc(N2CCN(C(=O)COC(=O)c3ccco3)CC2)cc1,-1,-1,0,-1,-1,6,-4,-1,-2,-0.5
Cc1ccc(C)c(C(=O)COC(=O)c2c(-c3ccccc3)noc2C)c1,0,2,-8,2,-5,5,-7,4,0,0.5
COc1ccc(/C=C2\SC(=S)N(CCC(=O)Nc3ccc(C(=O)O)cc3)C2=O)cc1,0,-3,2,6,-9,5,-7,10,1,-0.3
CCn1c(-c2ccc(C)cc2)nn(CC(=O)NCCc2ccccc2)c1=S,3,-4,-2,-4,-1,-1,7,3,0,-0.3
O=C1CCC/C(=N\NC(=O)c2ccc(COc3ccccc3-c3ccccc3)cc2)C1,-203,-22,5,-2,-260,-1,-4,15,-3,-1.4
COc1ccccc1NS(=O)(=O)c1ccc(C(=O)NCc2ccncc2)cc1,3,2,2,-7,-4,-7,-6,7,3,0.3
COc1ccc(C(C)=O)cc1CSc1nnc(Nc2ccccc2)s1,2,3,8,-3,2,-1,-6,14,-3,0.8
O=C(O)Cc1c[nH]c2ccc(O)cc12,-2,-5,11,-3,-4,0,-2,19,-4,0.4
O=C(NCc1cccc(F)c1)c1ccc2nc(N3CCOCC3)sc2c1,-1,1,16,0,-1,2,-12,7,1,-0.1
COc1ccc2oc(C(=O)OCC(=O)N3CCC(C)CC3)c(C)c2c1,-68,-81,27*,8,-115,-7,-1,15,-1,-0.8
COC(=O)[C@H](Cc1ccccc1)NC(=O)NC(C)CCc1ccccc1 (stereo partly specified),0,0,6,2,-4,3,7,7,1,-0.2
O=C(Nc1ccc(F)cc1)C1CC(=O)n2ncnc2N1 (stereo unspecified),5,-1,-8,-6,-3,5,-9,-6,1,-0.1
CCOCc1nc2nc(Cl)c(Cl)nc2[nH]1,-14,-23,2,5,-18,3,-9,-5,1,-0.1
COCCCN1C(=O)C(CC(=O)NCc2cccs2)CC(C(=O)N2CCCCCC2)=C1C (stereo unspecified),-1,0,4,2,1,-7,4,6,-2,-0.5
O=C(Nc1ccccc1)c1c(F)c(F)c(F)c(F)c1F,1,-1,11,-6,2,0,1,-6,-2,0.0
COC(=O)c1cc2c(ccn2C)n1C,-7,-4,0,3,-11,4,1,9,2,1.0
CCOc1cc(CN2CCN(C(=O)c3ccco3)CC2)ccc1OC,-3,-7,-18,-2,2,3,6,-7,3,0.4
Cc1cc(C)c(NC(=O)c2ccc(CNS(=O)(=O)c3cc(C(F)(F)F)ccc3Cl)cc2)c(C)c1,1,6,2,1,6,1,-2,10,-1,0.2
C[C@H]1CN([C@@H](C)CO)C(=O)CCCn2nncc2CO[C@@H]1CN(C)Cc1ccc(C(F)(F)F)cc1,0,-1,8,-1,0,-6,3,-4,3,-0.9
Cc1cc(C)c2[nH]c(=O)c(CN(Cc3cccs3)C(=S)NCc3ccco3)cc2c1,-6,-2,11,-4,-8,-7,-5,3,3,0.6
O=c1[nH]c(C2CCN(S(=O)(=O)c3ccc4c(c3)OCCO4)CC2)nc2c1nnn2Cc1ccccc1F,5,4,-2,-5,-3,1,7,-5,-2,0.3
CN(CC(=O)N1CCN(c2ccc(F)cc2)CC1)S(=O)(=O)c1ccc(F)cc1,0,-2,-20,1,-3,0,0,-18,1,0.2
Cc1cc(C)c(S(=O)(=O)Nc2cccnc2)c(C)c1,5,-1,-11,-8,0,3,-1,8,2,-0.4
CCOC(=O)C1=CNS(=O)(=O)NC1c1ccc(C(F)(F)F)cc1 (stereo unspecified),-38,-35,0,-3,-60,0,-2,3,0,-2.6
CCC(CO)Nc1ncnc2c1cnn2-c1ccc(Cl)cc1 (stereo unspecified),1,5,1,4,-5,0,1,11,3,-0.1
COC(CNC(=O)c1cc(Sc2nnc(C)s2)nc2ccccc12)OC,-8,-5,3,3,-4,5,-13,0,-5,-0.4
C=CCn1c(C(CCCC)CC(O)COCC(C)C)n[nH]c1=S (stereo unspecified),1,1,-4,-2,4,-1,11,-2,-2,-0.1
CCCN(CC(=O)Nc1ccccc1C)C(=O)c1cc(C)oc1C,5,2,4,-3,0,1,1,-1,0,0.3
CCCC1=[N+](CC)CCn2c(C)ccc21,-1,-5,-5,-4,-2,1,-5,0,3,-0.2
C(=C\c1cccc2ccccc12)/c1nnc(-c2cccs2)o1,-38,-14,0,1,-74,-2,-1,4,2,-3.1
O=C(c1cc2cc(Cl)ccc2oc1=O)N1CCOCC1,0,-6,-2,5,-2,0,-2,-7,0,0.5
CC(NCC(=O)Nc1cc(S(=O)(=O)N2CCOCC2)ccc1N1CCOCC1)c1ccco1 (stereo unspecified),-3,-5,10,2,-10,-2,2,13,-2,0.3
CC(=O)C(Cc1ccccc1)NC(=O)COC(=O)CCN1C(=O)C2CC=CCC2C1=O (stereo unspecified),-2,-1,0,-3,-8,8,6,7,1,-0.2
Cc1ccc(S(=O)(=O)/C(=C/Cl)NC(=O)c2ccccc2)cc1,8,5,7,2,10,-8,-3,-2,5,-0.1
Cc1ccccc1C(=O)Nc1nnc(CC(=O)N/N=C/c2ccco2)s1,-8,-1,6,-2,-16,-4,7,6,-3,0.0
CCOC(=O)Cn1nc(C)n(-c2ccc(C(C)C)cc2)c1=O,1,-1,-10,-1,4,4,-4,0,2,-0.4
O=C(O)c1cc([N+](=O)[O-])c(NCCC2=CCCCC2)c([N+](=O)[O-])c1,-1,2,-5,-8,0,4,-3,-3,-2,0.1
Cc1nn(C)c(Cl)c1C(=O)NCC(=O)NCc1ccccc1,5,-2,8,2,0,0,3,-5,3,0.3
Cc1onc(-c2ccccc2)c1C(=O)NNC(=O)c1ccccc1O,-2,-5,0,-3,-8,7,4,-2,-2,-0.2
O=S(=O)(/N=C(/Nc1ccc(Cl)c(S(=O)(=O)Nc2ccccc2Cl)c1)c1ccc(F)cc1)c1ccccc1,5&6,12*!,-5&-6,1&-6,3&5,8&2,-3&-5,5&-10,-1&0,0.1&-0.4
O=C(CCCn1c(=O)[nH]c2cc(Cl)ccc2c1=O)NCCCN1CCCC1,-2,-2,-2,3,3,0,-5,-5,-3,-0.4
COc1ccc(OC)c(/C=C/C(=O)N2C(=O)c3cccc(N)c3C2=O)c1,i,-92,7,-1,i,3,-5,-13,2,44*
COc1ccc(-c2csc3ncn(Cc4ccccc4)c(=O)c23)cc1,-3,8,5,-1,-16,-2,-7,-2,2,-0.8
O=S(=O)(c1ccc(Cl)cc1)n1ccc2cccnc21,-18,4,19,-4,2,-7,-4,2,1,0.0
Cc1ccc(C(=O)Nc2ccc(OCc3ccccc3)cc2)s1,0,-1,12,4,-1,7,1,0,0,-0.4
Cc1cccc(C(C)(C)C)c1OCCn1ccnc1,1,-4,4,-5,3,-8,4,-6,0,0.3
O=C(OCc1ccccc1)C1=[N+]([O-])OC(C(=O)OCc2ccccc2)C1c1c[nH]c2ccccc12 (stereo unspecified),-1,-2,15,2,-4,-2,2,10,3,-0.3

# Going on with the list.
SMILES,PLC-gamma1 inh,ADAM17 inh,ASAP1 inh,MBD2 DNA inh,PLCb3 inh,Tn7 DDE FP,Tn6 DDE FP,ARFGAP1 inhibitor,UHRF1 binding,proKLK7 act
O=S(=O)(c1ccccc1)N(Cc1ccccc1)c1ccccn1,0,1,5,-3,1,1,-1,1,-1,1.0
Cc1ccc(S(=O)(=O)N(CC(=O)NCCC2=CCCCC2)Cc2ccccc2)cc1,8,3,-1,6,3,-2,8,7,28*,0.2
CC(C)Nc1nc(SCC(N)=O)nc(N2CCOCC2)n1,2,-3,-6,2,4,-2,3,3,-3,1.0
COC(=O)C1=C(C)N(C)C(=NCc2cccc(C(F)(F)F)c2)NC1c1cccc(F)c1 (stereo unspecified),1,-5,-2,0,-1,1,4,-1,0,0.4
COc1ccc(NC(=O)C2OCCc3ccccc32)c(OC)c1 (stereo unspecified),1,3,-7,-6,3,-1,-1,-7,-1,-1.6
Cc1ccc(-c2nnnn2-c2ccccc2C(=O)O)cc1,0,2,7,-1,-2,-9,-3,10,0,-0.2
Fc1cccc(Nc2ncnc3c2cnn3-c2ccccc2)c1,-19,0,8,-2,-21,-5,-10,9,2,0.9
O=c1c(-c2ccco2)[n+]([O-])c2ccccc2n1OCc1ccccc1F,-22,-9,1,3,-29,-1,8,-2,-1,-4.7
O=C(c1ccc2nccnc2c1)N1CCCC(N2CCN(c3ccc(F)cc3)CC2)C1 (stereo unspecified),-1,0,-17,-5,-5,1,7,3,1,0.1
O=C(c1ccc(F)cc1)C1CCN(C(=O)NC2CCCCC2)CC1,2,0,-2,1,1,-2,-3,11,-1,0.0

# 2 entries from above, with tabs.
mol	PLC-gamma1 inh	ADAM17 inh	ASAP1 inh	MBD2 DNA inh	PLCb3 inh	Tn7 DDE FP	Tn6 DDE FP	ARFGAP1 inhibitor	UHRF1 binding	proKLK7 act
Cc1ccc(-c2nnnn2-c2ccccc2C(=O)O)cc1	0	2	7	-1	-2	-9	-3	10	0	-0.2
Fc1cccc(Nc2ncnc3c2cnn3-c2ccccc2)c1	-19	0	8	-2	-21	-5	-10	9	2	0.9

# (continued)
SMILES,PLC-gamma1 inh,ADAM17 inh,ASAP1 inh,MBD2 DNA inh,PLCb3 inh,Tn7 DDE FP,Tn6 DDE FP,ARFGAP1 inhibitor,UHRF1 binding,proKLK7 act
CCOc1cc(NC(=S)NCCCN2CCOCC2)c(OCC)cc1NC(=O)C1CCCCC1,-4,-2,5,1,-1,3,3,10,2,-0.1
CC1c2ccccc2N(S(=O)(=O)c2ccccc2)C1C (stereo unspecified),0,1,-2,4,0,9,-7,4,-4,0.4
CCOC(=O)Nc1ccc2c(c1)N(C(=O)CN(C)C)c1ccccc1CC2,2,-7,-2,-1,0,-1,-4,18,3,0.0
CCOC(=O)C1CCN(CC(O)COCc2cccs2)CC1 (stereo unspecified),-1,1,9,5,0,-6,6,3,15,-0.6

# 2 records picked at random from those above:
SMILES,PLC-gamma1 inh,ADAM17 inh,ASAP1 inh,MBD2 DNA inh,PLCb3 inh,Tn7 DDE FP,Tn6 DDE FP,ARFGAP1 inhibitor,UHRF1 binding,proKLK7 act
CCOc1cc(NC(=S)NCCCN2CCOCC2)c(OCC)cc1NC(=O)C1CCCCC1,-4,-2,5,1,-1,3,3,10,2,-0.1
CCOC(=O)Nc1ccc2c(c1)N(C(=O)CN(C)C)c1ccccc1CC2,2,-7,-2,-1,0,-1,-4,18,3,0.0

# Results in PLCb3 inh, for some of the entries so far:
structure | PLCb3 inh
CCOc1cc(NC(=S)NCCCN2CCOCC2)c(OCC)cc1NC(=O)C1CCCCC1 | -1
CC1c2ccccc2N(S(=O)(=O)c2ccccc2)C1C (stereo unspecified) | 0
CCOC(=O)Nc1ccc2c(c1)N(C(=O)CN(C)C)c1ccccc1CC2 | 0
